# ERb coact inh: inhibitors of ERβ-SRC1 coactivator interaction, primary screen, biochemical, TR-FRET, ERβ LBD, SRC-1 peptide | Estrogen receptor beta (Homo sapiens), Q92731 | 86,000 tested, 1.3% active | inhibition, % at 25.6 µM | TR-FRET ER-beta LBD / SRC1-Cy5 peptide binding; receptor agonist-loaded with 1 µM estradiol;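 active = compounds whose percent inhibition of the receptor-coactivator binding signal exceeds about 50% in the single-dose screen, limit read from the data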;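 also: 0% = receptor plus peptide wells without compound and 100% = peptide-only wells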
# Target sequence (Q92731 whole entry, looked up, the tested form may be a part): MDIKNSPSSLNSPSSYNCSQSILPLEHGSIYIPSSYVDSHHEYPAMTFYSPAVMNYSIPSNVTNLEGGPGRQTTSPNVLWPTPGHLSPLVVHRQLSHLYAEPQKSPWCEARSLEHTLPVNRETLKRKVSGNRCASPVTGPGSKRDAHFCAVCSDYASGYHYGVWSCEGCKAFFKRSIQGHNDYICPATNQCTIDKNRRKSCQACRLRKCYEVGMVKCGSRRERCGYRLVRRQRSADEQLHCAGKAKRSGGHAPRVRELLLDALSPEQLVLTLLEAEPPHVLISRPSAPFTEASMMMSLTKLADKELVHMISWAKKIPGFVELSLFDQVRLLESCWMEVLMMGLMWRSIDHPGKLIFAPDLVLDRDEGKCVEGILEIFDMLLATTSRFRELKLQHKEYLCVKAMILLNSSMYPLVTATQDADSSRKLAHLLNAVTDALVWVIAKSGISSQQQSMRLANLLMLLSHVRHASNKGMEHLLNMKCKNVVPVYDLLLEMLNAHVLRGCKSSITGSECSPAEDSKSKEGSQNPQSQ
# Mac1 fbg inh: inhibitors of CD11b/CD18 adhesion to fibrinogen, primary screen, K562 cells, luminescence. ATPlite luminescence; Mn2+ added to activate the integrin. 93,000 tested, 0.54% active. inhibition, % at 10 µM;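 active = primary inhibition of 50% or more at 10 µM, then 40% or more on retest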; also: some results filed as inactive read as strong as hits
# Ecoli WT expand: growth inhibitors of wild-type E. coli, primary screen, strain BW25113, expanded library, OD600. 98,000 tested, 0.15% active. growth inhibition, % at 100 µM. OD600 absorbance;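 active = growth inhibition above about 50% at one test dose, limit read from the data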;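 also: growth measured after 20 h incubation at 37 °C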
# MT1-MMP txn act: MT1-MMP promoter reporter activation – cell-based, luciferase luminescence, primary screen; HT1080 MT1-MMP promoter luciferase reporter, overnight; active compounds read high; activation factor at 10 µM; 86,000 tested, 0.16% active; AID 750, 2007;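 active = activation factor of at least 2 for MT1-MMP transcription at 10 µM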
# ERa SRC1 inh: ERα–SRC-1 coactivator interaction inhibitors, primary screen, biochemical, TR-FRET, ERα LBD, estradiol-bound | 86,000 tested, 1.7% active | Estrogen receptor (Homo sapiens), P03372 | TR-FRET ER-alpha LBD / SRC-1 peptide | inhibition, % at 25.6 µM | AID 629, 2007; in the data active = inhibition above about 50%;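 also: 0% = receptor plus peptide control and 100% = peptide only without receptor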
# PLAP activator: PLAP enzyme activators, biochemical, luminescence, HTS | Alkaline phosphatase, placental type (Homo sapiens), P05187 | purified PLAP enzyme, luminescent substrate read-out; active compounds read high | activation fold at 20 µM | 96,000 tested, 1.2% active | AID 696, 2007; in the data active = activation fold above about 2
# Target sequence (P05187 whole entry, looked up): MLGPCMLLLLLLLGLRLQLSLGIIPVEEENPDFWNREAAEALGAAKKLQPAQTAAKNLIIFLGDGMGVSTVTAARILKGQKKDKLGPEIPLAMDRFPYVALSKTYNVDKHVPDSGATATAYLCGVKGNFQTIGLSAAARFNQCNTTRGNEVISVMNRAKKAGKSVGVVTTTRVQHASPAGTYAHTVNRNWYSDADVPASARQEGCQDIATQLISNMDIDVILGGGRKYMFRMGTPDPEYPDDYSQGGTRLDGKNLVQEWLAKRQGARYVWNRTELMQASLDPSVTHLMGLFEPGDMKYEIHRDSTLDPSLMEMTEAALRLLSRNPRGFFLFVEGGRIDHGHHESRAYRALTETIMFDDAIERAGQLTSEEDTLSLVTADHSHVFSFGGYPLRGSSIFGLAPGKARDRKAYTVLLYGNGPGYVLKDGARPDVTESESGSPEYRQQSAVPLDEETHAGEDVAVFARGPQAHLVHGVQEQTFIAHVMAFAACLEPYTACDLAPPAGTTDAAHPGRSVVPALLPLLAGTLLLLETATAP
# Mac1 fbg enh: enhancers of CD11b/CD18 adhesion to fibrinogen, primary screen, K562 cells, luminescence; Integrin beta-2 (Homo sapiens) + Integrin alpha-M (Homo sapiens), P05107+P11215; ATPlite luminescence; activation, % at 10 µM; 93,000 tested, 0.07% active; AID 1499, 2009;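 active = 10 µM primary screen giving 50% or more activity, confirmed by 40% or more on retest at that dose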; also: strong numbers were not always called active; reference of the scale not given here
# FAK inh: FAK kinase inhibitors, primary screen, biochemical; Focal adhesion kinase 1 (Homo sapiens), Q05397; biochemical FAK kinase activity assay; inhibition, %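 (tested at 7 µM)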; 97,000 tested, 0.84% active; AID 727, 2007; in the data active = inhibition above about 19%;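 also: 0% = DMSO and 100% = reference compound high control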
# ERa SRC1 pot: enhancers of ERα–SRC-1 coactivator binding, primary screen, biochemical, TR-FRET, ERα LBD, low estradiol; 86,000 tested, 1.3% active; coactivator binding (% of control), % at 25.6 µM; TR-FRET ERalpha-LBD/SRC-Cy5 coactivator binding, 2 h; 100 = basal binding, no effect; Estrogen receptor (Homo sapiens), P03372; in the data active = activity above about 200%;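 also: binding measured in presence of low estradiol as agonist stimulus; 0% = peptide alone without receptor and 100% = receptor with peptide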
# The depositor's hits bear a star; nt = no result given; [ ] = dose if it differs, or a comment.
# Sample of the layout:
SMILES,ERb coact inh,Mac1 fbg inh,Ecoli WT expand,MT1-MMP txn act,ERa SRC1 inh,PLAP activator,Mac1 fbg enh,FAK inh,ERa SRC1 pot
CCOC(=O)CCNC(=O)c1ccccc1Br,-12,-5,1,1.2,-7,0.8,-3,nt,126
O=P(O)(O)COc1ccccc1P(=O)(c1ccccc1)c1ccccc1,4[fluorescence artefact?],-6,11,1.3,4,1.1,0,7,107

# The listing, from the start:
SMILES,ERb coact inh,Mac1 fbg inh,Ecoli WT expand,MT1-MMP txn act,ERa SRC1 inh,PLAP activator,Mac1 fbg enh,FAK inh,ERa SRC1 pot
CCOC(=O)CCNC(=O)c1ccccc1Br,-12,-5,1,1.2,-7,0.8,-3,nt,126
O=P(O)(O)COc1ccccc1P(=O)(c1ccccc1)c1ccccc1,4[fluorescence artefact?],-6,11,1.3,4,1.1,0,7,107
CC(C)Cc1ccc(C#N)c(SCC(N)=O)n1,4,0,5,1.2,23,0.8,-2,-1,94
Cc1cc2oc(C(=O)NCc3ccc4c(c3)OCO4)c(C)c2cc1C,-2[fluorescence artefact?],-6,0,1,1,0.9,-2,-1,115[fluorescence artefact?]
CS(=O)(=O)N(CC(=O)NCC1CCCO1)c1ccc(F)c(Cl)c1 (stereo unspecified),-19[fluorescence artefact?],-1,2,1.1,-18,1,-3,-1,99
Cc1nnc(NC(=O)C2CCCCC2)s1,1[fluorescence artefact?],-20,0,1.1,5[fluorescence artefact?],1,-3,nt,101
CCn1c(SCC(=O)N2CCc3ccccc32)nnc1-c1ccco1,nt,-4,-6,nt,nt,1,-2,-4,nt
Cc1ccc(Nc2ncnc3nc[nH]c23)cc1Cl,-14,13,-5,nt,-7,1.4,2,31*,122
CSC(=NCCCN1CCOCC1)NS(=O)(=O)c1cccs1,-7,3,0,1.1,1,1.1,-3,nt,103
COc1ccc(OCCCCOc2ccccc2Cl)cc1,nt,-5,3,nt,nt,1,0,-2,nt
CN(Cc1c(O)ccc2c1oc(=O)c1ccccc12)C1CCCCC1,42[fluorescence artefact?],-8,1,1.3,31[fluorescence artefact?],0.8,2,nt,92[fluorescence artefact?]
CCC(=O)N/C(=N/c1nc(C)cc(C)n1)Nc1cccc(OC)c1,1,-7,-5,nt,-13,1.5,0,-3,84
O=C(O)CN(c1ccccc1)C1SC(=O)NC1=O (stereo unspecified),1,8,-13,1,1,0.9,2,0,115
COc1ccc(NC(=O)CN2CCCCC2)cc1,-7,6,9,1.3,-12,1,-2,2,115[fluorescence artefact?]
CC(=O)Nc1ccc(NC(=O)CN(c2ccc(F)cc2)S(=O)(=O)c2ccc3c(c2)OCCO3)cc1,1,-4,-6,1,-4,0.9,1,3,98
O=C(c1ccc(-c2ccccc2)cc1)N1CCC(C(=O)N2CCCC2)CC1,-2,3,-1,1.2,-14,1.7,1,2,99
FC(F)(F)c1cccc(-n2cccc2/C=N/n2cnnc2)c1,-3,1,-3,1,-1,1,0,-2,123
Cc1cc(NC(=O)CCN2C(=O)C3C4C=CC(C4)C3C2=O)c2ccccc2n1 (stereo unspecified),-5,nt,1,0.9,-3,1.2,nt,0,131
COc1ccc(N(CC(=O)NCCC2=CCCCC2)S(C)(=O)=O)cc1OC,-16[fluorescence artefact?],9,9,1.1,-7,1,-2,0,109
Oc1ccc(C2=Nn3c(nnc3-c3ccco3)SC2)cc1O,nt,-49,-2,nt,nt,0.4,3,11,nt
Cc1ccc(CC(=O)NCCCc2ccccc2)cc1,-9,5,4,1.1,-7,0.8,-2,1,100
CCOC(=O)c1nnn(-c2ccccc2C#N)c1C,-2,nt,5,1.2,-4,0.9,nt,-4,123
COC(=O)C1CCN(C(=O)c2cc3ccccc3oc2=O)CC1,-10,-1,2,1.6,3,1.2,0,0,113
C#CCN1C(=O)C(O)(CC(=O)c2cc(OC)ccc2OC)c2ccccc21 (stereo unspecified),-1,-24,9,1.1,-7,0.9,-1,0,101
Nc1nc(SCC(=O)NCC2CCCO2)n[nH]1 (stereo unspecified),12,-2,-1,1,2,0.9,-2,1,129
O=C1CCC(C(=O)N(Cc2ccco2)C2(C(=O)NC3CCCC3)CCCCC2)N1 (stereo unspecified),-5,-8,-12,1.1,-2,1,-4,0,86
COc1ccc(NC(=O)c2cc3cc(OC)ccc3oc2=N)cc1,-3[fluorescence artefact?],0,-1,1.6,10,0.9,48,nt,128
CCOC(=O)c1c(C)oc2c(CN3CCN(C)CC3)c(Br)c(OC)c(O)c12,6,4,-4,1.1,3,1.3,-5,-1,120
COC(=O)[C@@H](NC(=O)NCc1ccco1)C(C)C,5[fluorescence artefact?],4,7,1.2,0[fluorescence artefact?],0.8,3,-2,107
CSCC[C@H](NC(=O)CC(C)(C)C)c1nc2ccccc2[nH]1,0,nt,-6,1.1,-8,1,nt,3,103
Cc1c2cccn2cc[n+]1C,2,-5,5,1.2,3,1,1,-3,121
O=C(CSc1nc(-c2ccccc2)cc(C(F)(F)F)n1)NCCN1CCOCC1,5,14,1,1.1,-5,1.6,-5,-2,109[fluorescence artefact?]
O=C(CCc1c[nH]c2ccccc12)NCC1CCCO1 (stereo unspecified),1,-7,3,1.2,-1,0.9,-1,-1,107[fluorescence artefact?]
Cc1noc(NS(=O)(=O)c2ccc(NC(=O)CSc3n[nH]c(-c4ccccc4)n3)cc2)c1C,5,-9,5,1,-4,1.1,0,0,101
CN(C)CC(O)COc1cccc(OCC(O)CN(C)C)c1 (stereo unspecified),nt,nt,-6,1.3,nt,1.1,nt,-1,nt
Cc1cc(N=CC2=C(O)CCCC2=O)no1,-10,-10,-2,1.2,2,1,-2,-4,127
Cc1[nH]c(C(=O)O)c(C)c1C(=O)OC(C)C,nt,-9,-1,nt,nt,1.7,-1,0,nt
Cn1c(N)c(C(=O)COC(=O)Cn2cc(C(F)(F)F)ccc2=O)c(=O)n(C)c1=O,-6,-4,2,1.1,-2,1.1,-5,2,112
CCOC(=O)c1c(C)n(O)c2ccc(Cl)cc2c1=O,-8,-7,4,1.1,-4,1.1,-3,nt,106
CC(=O)c1cccc(NC(=O)NCc2cccs2)c1,13,-3,11,1.1,2,0.9,-6,0,123
O=C(NCC(=O)N(Cc1ccco1)C(C(=O)NC1CCCC1)c1cccnc1)c1cccs1 (stereo unspecified),-2,3,-6,1.1,4,1.1,1,4,111
COC(=O)c1c(NC(=O)c2ccoc2C)sc2c1CCC2,28[fluorescence artefact?],1,-12,1.2,29[fluorescence artefact?],1,7,1,129
CC(C)(C)CC(C)(C)NC(=O)CSCC(=O)Nc1ccc2ccccc2c1,14[fluorescence artefact?],nt,nt,1.3,16,nt,nt,0,94
C=C(C)c1cccc(C(C)(C)NC(=O)Nc2ccc3[nH]c(=O)[nH]c3c2)c1,-3,14,-7,1.1,14,1.1,8,1,114
O=C(Nc1ccccc1)c1ccc(CSc2ccccn2)cc1,nt,1,-5,nt,nt,1,-4,-2,nt
O=C(CC(Sc1ccccc1)c1cccs1)c1ccco1 (stereo unspecified),-4,-3,9,1.3,-4[fluorescence artefact?],0.8,2,-2,89
Cc1ccc2cc(C(c3nnnn3CC3CCCO3)N3CCCC4(CCCCC4)C3)c(=O)[nH]c2c1 (stereo unspecified),2[fluorescence artefact?],nt,nt,1.2,6[fluorescence artefact?],nt,nt,-4,99
O=C(N1CCOCC1)N1CCN(c2ccccc2F)CC1,1,2,-3,1.1,-6,1,-4,0,99
Cc1nn(C)c(C)c1S(=O)(=O)N1CCC(C(=O)Nc2ccc3c(c2)OCCO3)CC1,3,-7,6,1.6,0,1.6,2,-1,135[fluorescence artefact?]
CCCCC(=O)Nc1ccc(C(=O)OC2CCCCC2)cc1,-4,26,-2,1.2,-5,1.1,-3,2,85
Cc1ccc(O)c(-c2cc(-c3ccccc3C)[nH]n2)c1,-7,-2,14,1.9,-5[fluorescence artefact?],1.6,8,3,77[fluorescence artefact?]
O=C(NCc1ccccn1)c1cccs1,9,-9,5,1.1,13,0.9,3,-1,110
O=C(Nc1ccccc1)c1cccc(N2CCCC2=O)c1,2,1,-1,1.4,-9[fluorescence artefact?],0.9,0,-2,99[fluorescence artefact?]
COc1cc(/C=C(\NC(=O)c2ccccc2)C(=O)Nc2cccc(O)c2)c([N+](=O)[O-])cc1OC,nt,1,-14,nt,nt,1,-3,1,nt
CCCCn1c(SCC(=O)Nc2ccc3c(c2)OCO3)nc2c1c(=O)n(C)c(=O)n2C,3[fluorescence artefact?],3,2,1.3,8[fluorescence artefact?],1,-3,-2,89
CC(C)C(NC(=O)C12CC3CC(CC(C3)C1)C2)C(=O)NC1=NCCS1 (stereo unspecified),nt,1,-7,1.1,nt,1.1,5,-4,nt
COc1cc(CN2CCN(S(=O)(=O)c3ccc(NC(C)=O)cc3)CC2)cc(OC)c1O,6,-13,-7,1.1,-1,1.7,0,nt,128
COc1ccccc1NC(=O)C1=C(C)Nc2nnnn2C1c1cccc(Br)c1 (stereo unspecified),2,-1,-23,1,-20[fluorescence artefact?],1.1,-4,3,87[fluorescence artefact?]
O=C(CN1C(=O)c2ccccc2C1=O)Nc1nnc(C2CCCO2)s1 (stereo unspecified),-9,5,0,nt,-7,1.3,-3,2,124
CC1CC2(NC(=O)NC2=O)C(C)CN1C (stereo unspecified),-13,nt,nt,1.3,-18,nt,nt,-2,94

# Exported tab-delimited: part of the list above
canonical_smiles	ERb coact inh	Mac1 fbg inh	Ecoli WT expand	MT1-MMP txn act	ERa SRC1 inh	PLAP activator	Mac1 fbg enh	FAK inh	ERa SRC1 pot
CCOC(=O)CCNC(=O)c1ccccc1Br	-12	-5	1	1.2	-7	0.8	-3	nt	126
O=P(O)(O)COc1ccccc1P(=O)(c1ccccc1)c1ccccc1	4[fluorescence artefact?]	-6	11	1.3	4	1.1	0	7	107
CC(C)Cc1ccc(C#N)c(SCC(N)=O)n1	4	0	5	1.2	23	0.8	-2	-1	94
Cc1cc2oc(C(=O)NCc3ccc4c(c3)OCO4)c(C)c2cc1C	-2[fluorescence artefact?]	-6	0	1	1	0.9	-2	-1	115[fluorescence artefact?]
CS(=O)(=O)N(CC(=O)NCC1CCCO1)c1ccc(F)c(Cl)c1 (stereo unspecified)	-19[fluorescence artefact?]	-1	2	1.1	-18	1	-3	-1	99
Cc1nnc(NC(=O)C2CCCCC2)s1	1[fluorescence artefact?]	-20	0	1.1	5[fluorescence artefact?]	1	-3	nt	101
CCn1c(SCC(=O)N2CCc3ccccc32)nnc1-c1ccco1	nt	-4	-6	nt	nt	1	-2	-4	nt
Cc1ccc(Nc2ncnc3nc[nH]c23)cc1Cl	-14	13	-5	nt	-7	1.4	2	31*	122
CSC(=NCCCN1CCOCC1)NS(=O)(=O)c1cccs1	-7	3	0	1.1	1	1.1	-3	nt	103
COc1ccc(OCCCCOc2ccccc2Cl)cc1	nt	-5	3	nt	nt	1	0	-2	nt
CN(Cc1c(O)ccc2c1oc(=O)c1ccccc12)C1CCCCC1	42[fluorescence artefact?]	-8	1	1.3	31[fluorescence artefact?]	0.8	2	nt	92[fluorescence artefact?]
CCC(=O)N/C(=N/c1nc(C)cc(C)n1)Nc1cccc(OC)c1	1	-7	-5	nt	-13	1.5	0	-3	84
O=C(O)CN(c1ccccc1)C1SC(=O)NC1=O (stereo unspecified)	1	8	-13	1	1	0.9	2	0	115
COc1ccc(NC(=O)CN2CCCCC2)cc1	-7	6	9	1.3	-12	1	-2	2	115[fluorescence artefact?]

# Source: PubChem
